NCOA2 inhibitor = human SRC2 (NCOA2) inhibition; Q15596; HEK293 GAL4-SRC2 luciferase reporter, luminescence; inhibition, % at 9 µM; hit rate 0.17% among 370,000; AID 651957;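 active means inhibition above the mean inhibition of all tested compounds plus 3 SD, set per campaign, cut at about 52% in these data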;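 further: 0% = DMSO treated cells and 100% = cells given Gossypol at 36 µM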
TRAIL sens C8 = caspase-8 TRAIL sensitization; NB7+C8 cells + TRAIL, ATPlite viability luminescence; hit rate 1% among 360,000; AID 624354; inhibition (viability loss, TRAIL sensitization), % at 10 µM;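 active means compounds causing at least 50% loss of cell viability in the single-dose screen, relative to plate controls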
TLR9-MyD88 inh = inhibitors of human TLR9-MyD88 binding | inhibition, % at 4.98 µM | CHO BLA complementation TLR9-MyD88, CCF4 FRET ratio | hit rate 0.21% among 340,000 | Q9NR96+Q99836;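 active means inhibition above the mean over all tested compounds plus 3 SD, cut at about 21% in these data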;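 further: 0% = DMSO only wells and 100% = clavulanate BLA inhibitor control wells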
TROY signal inh = TROY signaling inhibition; Q293 LMP1-TROYcd NF-kB luciferase reporter, 4 h; inhibition, % at 10 µM; hit rate 0.98% among 360,000; AID 1347056;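 active means compounds whose plate-normalised and pattern-corrected inhibition of the luciferase reporter signal at the single screening dose is 50% or more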
NOD2 RIPK2 PPI = inhibitors of human NOD2-RIPK2 interaction | hit rate 0.38% among 360,000 | O43353 | inhibition, % at 4.98 µM | AID 624267 | CHO BLA complementation NOD2-RIPK2, CCF4 ratio; in the data active means inhibition above about 21%;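 further: 0% = vehicle only and 100% = reference blocker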
Target sequence (O43353 whole entry, looked up): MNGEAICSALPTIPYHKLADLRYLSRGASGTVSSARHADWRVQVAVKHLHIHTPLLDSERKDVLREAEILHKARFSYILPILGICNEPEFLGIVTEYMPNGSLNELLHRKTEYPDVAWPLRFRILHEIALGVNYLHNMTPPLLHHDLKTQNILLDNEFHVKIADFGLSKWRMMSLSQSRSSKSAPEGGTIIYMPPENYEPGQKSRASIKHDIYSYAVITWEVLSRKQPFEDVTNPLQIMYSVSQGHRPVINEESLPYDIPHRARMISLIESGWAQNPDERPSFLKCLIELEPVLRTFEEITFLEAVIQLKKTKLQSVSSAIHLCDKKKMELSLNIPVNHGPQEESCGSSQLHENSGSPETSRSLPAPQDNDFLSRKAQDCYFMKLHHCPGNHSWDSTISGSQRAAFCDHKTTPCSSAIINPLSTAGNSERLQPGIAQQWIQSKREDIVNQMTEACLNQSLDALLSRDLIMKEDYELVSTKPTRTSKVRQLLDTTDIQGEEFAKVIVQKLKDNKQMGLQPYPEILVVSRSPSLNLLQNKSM
EBV LMP1 NFkB = inhibitors of Epstein-Barr LMP1-induced NF-kappaB reporter | inhibition, % at 12.5 µM | LMP1-induced NF-kappaB luciferase reporter cells, luminescence | hit rate 0.69% among 350,000; in the data active means inhibition above about 41%; inconclusive means no clear call, values can overlap the other calls;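 further: 0% = neutral control wells and 100% = reference inhibitor control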
LRH-1 inv ag = inverse agonists of human LRH-1 (NR5A2); HEK293T StAR-luciferase reporter, LRH-1 transfected, 24 h; inhibition, % at 3.6 µM; hit rate 0.13% among 360,000;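 active means inhibition above the mean inhibition of all tested compounds plus 3 SD, cut at about 73% in these data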;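 further: 0% = DMSO wells and 100% = reporter-only cells lacking LRH-1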
COUP-TFII inh = blocks human COUP-TFII nuclear receptor | HEK293T NGFI-A luciferase reporter, luminescence | AID 686940 | P24468 | inhibition, % at 8.6 µM | hit rate 0.7% among 370,000;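 active means inhibition above a per-plate cutoff, mean inhibition of test wells between control levels plus 3 SD, cut at about 38% in these data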;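 further: cells cotransfected with COUP-TFII expression vector driving the NGFI-A reporter; 0% = median of COUP-TF2 test wells and 100% = reporter-only cells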
Target sequence (P24468 whole entry, looked up): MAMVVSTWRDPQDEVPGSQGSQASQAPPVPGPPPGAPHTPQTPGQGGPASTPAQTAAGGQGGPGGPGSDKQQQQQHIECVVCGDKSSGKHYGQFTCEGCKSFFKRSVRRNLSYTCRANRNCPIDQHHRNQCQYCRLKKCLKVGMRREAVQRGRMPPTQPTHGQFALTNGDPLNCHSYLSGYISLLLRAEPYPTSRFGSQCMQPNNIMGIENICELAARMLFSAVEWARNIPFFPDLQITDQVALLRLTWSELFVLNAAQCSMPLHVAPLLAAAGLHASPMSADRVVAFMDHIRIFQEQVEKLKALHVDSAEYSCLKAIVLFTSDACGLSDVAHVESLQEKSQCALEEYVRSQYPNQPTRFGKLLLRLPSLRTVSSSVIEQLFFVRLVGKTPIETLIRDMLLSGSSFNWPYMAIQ
NCOA1 inh = human NCOA1 inhibition | Q15788 | HEK293 GAL4-SRC1 luciferase reporter, luminescence | inhibition, % at 3.6 µM | hit rate 0.12% among 360,000 | AID 588354;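 active means inhibition above the campaign mean plus 3 SD, with each screening campaign given its own cutoff, cut at about 60% in these data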;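 further: 0% = DMSO treated cells and 100% = gossypol at 36 µM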
Vif inh = HIV Vif inhibition; inhibition, % at 7.49 µM; AID 602346; HEK293T cells, Vif self-association by quenched fluorescence, imaging, 24 h; hit rate 0.35% among 340,000; in the data active means inhibition above about 50%, passing the limit was not always enough; inconclusive means no clear call, values can overlap the other calls; inactive means below about 31%; further: some results filed as inactive read as strong as hits
NCOA3 inh = inhibitors of human steroid receptor coactivator 3 (SRC3); HEK293 GAL4-SRC3 luciferase reporter, luminescence; inhibition, % at 3.6 µM; AID 588352; hit rate 0.17% among 360,000;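 active means inhibition above a per-campaign cutoff, the mean of all compounds plus 3 SD, cut at about 60% in these data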;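 further: 0% = DMSO-treated cells and 100% = gossypol-treated cells at 36 µM; higher means less SRC3-driven luciferase light from the GAL4 reporter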
* hit, by the source's call; ? = inconclusive; . = not tested or not shown. A portion of the library; rates above refer to the full screens.

molecule,NCOA2 inhibitor,TRAIL sens C8,TLR9-MyD88 inh,TROY signal inh,NOD2 RIPK2 PPI,EBV LMP1 NFkB,LRH-1 inv ag,COUP-TFII inh,NCOA1 inh,Vif inh,NCOA3 inh
Cc1cc2c(C)cc(=O)oc2c2c1NCCC2,4,-25,-4,5,-1,7,5,-11,-4,5,-31
COc1ccc(-n2cnnc2SCC(=O)Nc2cccc(S(N)(=O)=O)c2)cc1,-10,-11,-7,19,-6,-3,7,-14,10,3,-3
C#CCOCCOCCOCCNc1nc(N2CCOCC2)nc(N2CCN(C(=O)[C@H](Cc3ccc(O)cc3)n3cc([C@@H](N)CC(C)C)nn3)CC2)n1,-7,-9,-7,-2,-1,-5,-13,4,6,-5,0
Cc1cc(OCC(=O)N(Cc2ccco2)c2c(N)n(Cc3ccccc3)c(=O)[nH]c2=O)ccc1Cl,0,-2,0,7,-3,-6,-7,0,-26,2,-3
COC1=CC(=O)C[C@@H](C)[C@]12Oc1c(Cl)c(OC)cc(OC)c1C2=O,-34,2,-2,12,1,-1,-2,-1,-11,18,-21
CC1(c2ccc([N+](=O)[O-])cc2)NC(=O)N(CC(=O)Nc2cccnc2Cl)C1=O (stereo not drawn),0,-8,2,-9,-4,-12,4,-22,-13,-15,5
Cc1ccc(S(=O)(=O)N2CCC(C(=O)N3CCC[C@H]3C(=O)NC3CCS(=O)(=O)C3)CC2)cc1 (stereo partly drawn),2,-11,-4,1,-4,0,-19,2,-4,-5,-2
CC(C)(C)C(O)CN1CCCC1 (stereo not drawn),12,7,-1,1,0,6,0,-6,3,6,1
CSc1nc(C)c(CCOCc2ccc(F)cc2)c(=O)[nH]1,-13,-9,.,-1,-2,-8,2,14,-23,-2,4
N#CC12C(=O)NC(=O)C1(C#N)C21CCCC1 (stereo not drawn),-6,-19,-5,4,-2,-9,-5,-3,-3,6,-22
CC(=O)c1cc(C)c(OC(=O)c2ccccc2)c(C)c1,3,6,9,-13,1,-14,3,-28,-87,-5,-35
COc1ccc2oc(=O)cc(C)c2c1,7,-10,-1,1,-4,7,1,2,3,-4,6
CCOC(=O)C1CCCN(Cc2nc(N)nc(Nc3ccc(Cl)cc3)n2)C1 (stereo not drawn),20,-2,0,15,-3,4,1,26,-7,1,5
CCOc1ccc(NS(=O)(=O)c2cc3c4c(c2)CCN4C(=O)CC3)cc1,-28,-21,-4,-2,0,2,-14,-35,2,-6,16
COc1ccc(N2CCN(Cc3nc4c(c(=O)[nH]c(=O)n4C)n3CC(C)=O)CC2)cc1,-27,-3,6,9,-11,-1,-25,-5,-3,4,-5
O=C(CCNS(=O)(=O)c1ccccc1C(F)(F)F)NC1CCCCCC1,9,-4,7,17,-3,-2,15,-10,-8,1,-2
O=C1NN(c2ccc(Br)cc2)C(=O)/C1=C\c1ccc(O)cc1O,25,-1,-5,-17,-4,1,6,0,-18,4,-7
O=C(Cn1nnc(-c2cccs2)n1)OC1CCCCC1,6,-11,4,-43,-15,-3,3,-2,-6,-6,-7
O=C(NCCc1cccnc1)C1CCC(=O)N(CCc2cccc(F)c2)C1 (stereo not drawn),-21,-3,4,-5,-14,-2,0,-13,12,-3,16
COc1cccc(-c2cc(C(=O)N3CCCCC3C)no2)c1 (stereo not drawn),-45,2,5,-40,-8,-35,-140,-39,-166,-6,-76
CC(=O)Nc1ccc(SC[C@H](Cc2ccccc2)N2CC[C@@H](C)CCC2=O)cc1,4,2,-5,-7,10,5,-3,3,-17,-1,15
Cc1ccc(C(=O)Oc2cc(C)[nH]c(=O)c2[N+](=O)[O-])cc1,18,-1,4,-8,-5,7,-4,-5,9,0,10
Cc1ccnc(NC(=O)c2ccc(Cl)c(NC(=O)c3ccccc3C)c2)c1,.,15,2,2,-2,8,-8,.,-11,0,-17
COc1ccccc1-n1c(SCC(=O)Nc2ccc(NC(C)=O)cc2)nc2c([nH]c3ccccc32)c1=O,-9,8,-7,-2,-6,-9,22,-7,10,-4,20
O=C(Nc1ccccc1C(=O)N1CCOCC1)c1ccco1,3,1,11,-13,4,5,-1,12,-29,-1,-9
NNc1ccc(Cc2ccc(Cl)cc2Cl)nn1,-10,13,2,3,-3,-3,22,-2,-8,-1,17
COc1ccc(OC)c(NC(=O)CS(=O)(=O)Cc2nc(-c3ccccc3C)oc2C)c1,-9,-17,-5,3,-3,0,-8,4,-4,6,-6
CCCn1nnc(NC(=O)c2ccc(-c3ccccc3)cc2)n1,-22,16,7,-41,12,-14,-58,-19,-77,.,-66
COC(=O)[C@H](Cc1c[nH]c2ccccc12)NC(=O)Nc1ccccc1OC,-7,22,3,-2,8,-2,-1,2,7,-9,17
Oc1ccc(-c2onc3ccc(Cl)cc23)cc1,-6,7,8,21,4,-4,-8,-2,-7,0,0
COc1ccc(C(=O)Nc2ccc(SC(F)F)cc2)cc1,-49,27,2,-61,11,-24,-85,-25,-86,-5,-71
CC(C)CCNC(=O)CCS(=O)(=O)c1cccc2nonc12,-18,-17,-5,6,-3,7,6,-17,0,20,12
Cc1cccc(NC(=S)NC(=O)c2oc3ccccc3c2C)n1,-38,64*,-4,-70,-2,-26,-42,-14,-83,-7,-51
C/C(=N\Nc1nc(-c2ccccc2)cs1)c1cccs1,8,19,-5,13,-6,-52,32,9,-1,-1,18
CCOC(=O)N1CCN(C(=O)CN(C2CCCCC2)S(=O)(=O)c2c(C)cc(C)cc2C)CC1,5,-19,-3,13,8,-2,5,-10,-2,-15,9
COCCNC(=O)COC(=O)C1=Cc2ccccc2OC1,-1,1,5,-21,2,-3,11,-16,-1,6,18
COc1cc(C(=O)c2ccc3c(c2)OCO3)cc(OC)c1OC,-12,14,-2,6,8,10,17,-23,2,23,0
Cc1cc(NC(=O)CSc2nnc(CNc3ccc(F)cc3)n2C2CCCCC2)no1,-3,10,-7,7,-1,-7,-11,6,4,-1,-1
O=C(CCc1nc2sc3c(c2c(=O)[nH]1)CCCC3)N1CCN(c2ccccc2)CC1,-4,-19,-2,7,-3,-9,-2,-8,-9,-2,14
Cc1cccc(C(=O)N/N=C/c2ccc[nH]2)c1,-5,-24,9,-9,0,-9,-5,-5,-26,-5,-12
CCN1CCc2c(sc3c2c(NCc2ccco2)nc2nnnn23)C1,-25,6,-4,-34,-5,5,-3,-3,-7,41,-1
Cc1ccc(Cl)cc1NC(=O)CCN1C(=O)C2C3CCC(C3)C2C1=O (stereo not drawn),8,-13,-8,-4,0,2,13,-1,-5,19,7
CCN(C(=O)COC(=O)c1cc(Cl)ccc1OC)c1c(N)n(Cc2ccccc2)c(=O)[nH]c1=O,-40,-7,1,8,-4,0,-26,16,6,1,-6
CC(=O)Nc1ccc(NC(=O)c2ccc(-n3c(C)ccc3C)cc2)cc1,-49,15,-3,6,-1,-23,-17,4,-23,?,-3
CN1CCN(c2cnn(-c3ccccc3)c(=O)c2Br)CC1,4,1,-4,-43,1,-9,-21,-7,-3,5,-4
Cc1onc(C(=O)Nc2ccccc2C(F)(F)F)c1[N+](=O)[O-],11,-20,0,15,10,-4,-6,-15,8,-4,3
Cc1ccc(C)c(-n2c(Cc3cccs3)n[nH]c2=S)c1,9,-11,-8,-10,-11,-2,0,2,-4,-10,3
O=C(CNCc1cccs1)Nc1ccc(OC(F)(F)F)cc1,-48,5,8,-28,-5,-2,-17,-29,-25,-9,-8
COc1ccc2oc(=N)c(C(=O)Nc3ccc(Cl)cc3)cc2c1,-6,5,-10,-7,-1,-10,-2,-8,10,-15,0
COC(=O)C1CCN(Cc2ccc(OCCCN3CCN(c4ccc([N+](=O)[O-])cc4)CC3)cc2)CC1,-29,23,6,27,11,28,-2,35,-2,-15,5

The results go on.
molecule,NCOA2 inhibitor,TRAIL sens C8,TLR9-MyD88 inh,TROY signal inh,NOD2 RIPK2 PPI,EBV LMP1 NFkB,LRH-1 inv ag,COUP-TFII inh,NCOA1 inh,Vif inh,NCOA3 inh
COc1ccc(-n2c(CN3CCN(c4ccc(F)cc4)CC3)nc3ccc([N+](=O)[O-])cc3c2=O)c(OC)c1,14,-2,-13,10,-11,-3,10,-7,-10,-8,-24
CCC1(O)CC(c2ccccc2)=NN1C(=O)c1ccccc1F (stereo not drawn),-52,4,-7,-44,-1,-8,-153,-18,-18,3,-17
Cc1ccc(S(=O)(=O)NCCC(=O)NCC(c2ccco2)N2CCCCC2)cc1C (stereo not drawn),-22,19,6,5,-15,2,0,3,-5,1,3
FC(F)(F)c1cccc(N2CCN(C(=S)NC3CCCCC3)CC2)c1,-9,13,-8,46,-6,9,5,18,-7,-17,18
NS(=O)(=O)c1ccc(CCNC(=O)c2ccc[nH]c2=S)cc1,-1,-2,-10,13,-9,-7,-3,13,-26,-3,9
COc1ccc(-c2cc(=O)oc(-c3cccc(C)c3)n2)cc1,-7,13,-10,17,-6,-3,9,2,8,-5,20
Cc1cc(N2C(=O)C(O)=C(C(=O)c3cccs3)C2c2cccc(O)c2)no1 (stereo not drawn),-3,-6,10,.,8,8,-7,-11,-2,0,9
Cc1onc(-c2ccccc2Cl)c1C(=O)N1CCC(C)CC1,-17,7,-11,-16,1,-4,-14,17,5,-11,3
OC(CN1CCOCC1)Cn1c2ccccc2c2ccccc21 (stereo not drawn),-35,2,-7,4,4,7,8,5,5,.,-3
COc1ccc(C)cc1NC(=O)Cc1csc(NC(=O)Nc2ccccc2OC)n1,11,-1,-5,26,-5,6,12,2,9,-14,-24
COc1ccc(Nc2cc(C(=O)N3CCc4ccccc4C3)c3ccccc3n2)c(OC)c1,-14,2,7,-1,3,9,-1,2,-21,-3,7
CCOc1ccc(-c2cc(N3C(=O)Nc4ccccc4N3O)on2)cc1,8,56*,-5,-5,-6,29,-1,2,-57,0,-10
O=C(O)CCSc1nc2ccccc2n1Cc1ccccc1,-5,4,-2,7,-7,3,13,0,-12,0,-13
CC(=O)Nc1cc(-c2ccc(N3CCN(C)CC3)cc2)cn2c(-c3ccc(F)c(Cl)c3)cnc12,-4,46,.,23,15,.,4,-3,5,19,-7
Cc1cc(=O)oc2cc(OCC(=O)N3c4ccccc4NC(=O)C3(C)C)ccc12,12,4,1,-8,-7,-1,5,-10,1,-3,-3
CCOC(=O)/C=C1\SCC(=O)N1CC(=O)Nc1ccccc1OC(F)F,-4,-1,5,4,-10,-17,9,4,1,7,-9
Cc1cccc(CN(C)C[C@@H]2OCc3cnnn3CCCC(=O)N([C@H](C)CO)C[C@H]2C)c1,-11,1,4,-2,9,-6,-12,3,-17,-2,8
Cc1[nH]nc(N2CCCCCC2)c1[N+](=O)[O-],-17,14,0,11,-4,-1,13,15,11,17,9
CO/N=C(/C(=O)N[C@@H]1C(=O)N2C(C(=O)O)=CCS[C@H]12)c1cnc(N)s1,.,7,.,-7,-3,.,12,.,-7,-10,13

Screening results: PubChem, several laboratories
